Tb PFK inh: blocks T. brucei phosphofructokinase. T. brucei PFK, ADP-Glo luminescence. Potency, µM (doses to about 57.5 µM), inactives show at the top dose activity, negative = inhibition, most hits filed as inhibitors. 330,000 tested, 0.17% active. AID 485367;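 also: potency is read from the fitted curve at half-maximal effect; 0% = uninhibited 1x PFK enzyme wells and -100% = no-enzyme wells; nearly all actives have a fitted effect of over 60% in size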
Target sequence (O15648 whole entry, looked up): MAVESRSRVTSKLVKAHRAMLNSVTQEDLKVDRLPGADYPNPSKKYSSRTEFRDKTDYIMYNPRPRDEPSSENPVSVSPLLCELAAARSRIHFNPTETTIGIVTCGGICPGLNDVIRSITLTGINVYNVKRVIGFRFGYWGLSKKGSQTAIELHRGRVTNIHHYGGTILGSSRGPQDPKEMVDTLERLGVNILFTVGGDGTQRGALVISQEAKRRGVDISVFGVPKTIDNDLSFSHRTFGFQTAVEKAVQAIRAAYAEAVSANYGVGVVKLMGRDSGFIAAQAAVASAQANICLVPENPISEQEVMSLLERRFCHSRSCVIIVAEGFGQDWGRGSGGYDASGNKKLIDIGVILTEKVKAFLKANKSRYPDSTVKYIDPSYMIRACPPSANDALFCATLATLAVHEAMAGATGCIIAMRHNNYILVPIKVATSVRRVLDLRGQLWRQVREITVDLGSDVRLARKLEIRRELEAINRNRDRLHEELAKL
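1.25 nM PFK with 0.5 mM F6P and 0.1 mM ATP in 0.1 M TEA pH 8.0, 5 mM MgCl2, incubated 45 min at room temperature; ADP measured by ADP-Glo luminescence; compounds titrated up to 57 uM.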
ELG1 genotox: inducers of genotoxicity in HEK293T ELG1-luciferase cells. Potency, µM (highest dose often 46 µM), for the others: top-dose activity change, positive = activation, most hits filed as activators. 330,000 tested, 1.3% active. HEK293T ELG1-luciferase reporter, luminescence, 16 h; also: potency is read from the fitted curve at half-maximal effect; % of control where 0% means no effect; nearly all actives have a fitted effect of over 60% in size
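Screening used a luciferase reporter fused to human ELG1 in HEK293T cells. Luminescence was read on a CCD plate imager after 16 hr exposure and 30 min ONE-Glo incubation.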
RORg inh: inhibitors of mouse ROR gamma transcriptional activity; 310,000 tested, 5.4% active; Drosophila S2 Gal4-RORgamma UAS-luciferase reporter, 20 h; Potency, µM (series often up to 53.6 µM), without a hit: at the top dose activity change, negative = inhibition, hits mostly inhibitors; P51450; AID 2551; also: potency is read from the fitted curve at half-maximal effect; % is scaled to controls: 0 for no effect and ±100 for the full control effect; nearly all actives have a fitted effect of over 60% in size
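ROR gamma transcriptional activity was tracked as Gal4-UAS luciferase output in stably transfected Drosophila Schneider cells, with compound added 1 hr before 700 uM copper sulfate induction and a 20 hr ambient-temperature incubation.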
ELG1 repair inh: ELG1-dependent DNA repair inhibition; 330,000 tested, 2.3% active; HEK293T ELG1-luciferase reporter, luminescence, 16 h; DNA damage induced by 5-fluorouridine; AID 504467; Potency, µM (top dose mostly 46.1 µM), inactives show at the highest dose activity change, negative = inhibition, usual class: inhibitors; also: potency is read from the fitted curve at half-maximal effect; % is scaled to controls: 0 for no effect and ±100 for the full control effect; nearly all actives have a fitted effect of over 55% in size
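DMSO vehicle served as the neutral condition. Each well held 2,000 cells given 5-fluorouridine plus compound; after 16 hr at 37 °C/5% CO2, ONE-Glo was added and luciferase measured 30 min later.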
Rab9 promoter act: activators of Rab9 promoter; Huh7 Rab9 promoter-luciferase reporter, luminescence, 24 h; Potency, µM (top dose mostly 9.22 µM), inactives show top-dose activation, negative = inhibition, most hits filed as activators; 320,000 tested, 2.8% active; AID 485297; also: potency is read from the fitted curve at half-maximal effect; % of control where 0% means no effect; nearly all actives have a fitted effect of over 60% in size
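Cells were plated at 1500 per well in reduced-serum medium with 10% FBS and left 2 h. Compound in DMSO was then added for 24 h at 37 °C. Reporter signal was read by luminescence after 10 min with luciferase detection reagent.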
TRPV1 agonist: agonists of human vanilloid receptor 1 (TRPV1) | activation, % at 8.33 µM | 320,000 tested, 0.19% active | TRPV1-expressing cells, Fluo-8 calcium influx, agonist mode; in the data active = activation above about 80%; inconclusive = between about 30% and that limit; also: 0% is about no effect
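Cells expressing TRPV1 were dye-loaded with Fluo-8 and read kinetically: 10 s baseline, 3 min after compound (agonist portion), then 2 min after EC20 capsaicin (allosteric enhancer portion). Calcium-bound dye fluorescence at 480/520 nm.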
FLuc counter: firefly luciferase modulation, counter-screen for miR-21 project; AID 588342; P08659; purified FLuc, Km substrates, luminescence inhibition; Potency, µM (doses to about 57.5 µM), inactives show at the top dose activity change, negative = inhibition, most hits filed as inhibitors; 360,000 tested, 6.9% active;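 also: potency is read from the fitted curve at half-maximal effect; plate controls were vehicle for no effect and reference inhibitor for full effect; nearly all actives have a fitted effect of over 55% in size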
Target sequence (P08659 whole entry, looked up): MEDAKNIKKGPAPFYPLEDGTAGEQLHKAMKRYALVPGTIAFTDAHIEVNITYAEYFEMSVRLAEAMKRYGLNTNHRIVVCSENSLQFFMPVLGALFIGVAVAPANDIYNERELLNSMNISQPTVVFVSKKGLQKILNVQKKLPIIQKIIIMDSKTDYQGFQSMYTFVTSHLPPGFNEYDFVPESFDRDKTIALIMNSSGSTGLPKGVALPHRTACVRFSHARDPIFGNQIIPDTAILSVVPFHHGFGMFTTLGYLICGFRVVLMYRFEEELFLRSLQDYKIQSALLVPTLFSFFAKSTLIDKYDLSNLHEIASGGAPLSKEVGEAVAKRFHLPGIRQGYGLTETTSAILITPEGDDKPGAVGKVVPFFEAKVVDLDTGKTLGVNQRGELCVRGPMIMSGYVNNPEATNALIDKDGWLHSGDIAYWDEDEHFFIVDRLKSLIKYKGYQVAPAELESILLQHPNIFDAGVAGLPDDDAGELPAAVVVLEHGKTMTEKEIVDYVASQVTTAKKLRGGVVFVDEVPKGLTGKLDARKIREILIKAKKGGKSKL
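Purified P. pyralis luciferase (10nM final) with 10uM D-luciferin and 10uM ATP (Km levels) in 50mM Tris acetate pH 7.5, 10mM Mg acetate, 0.01% Tween-20, 0.05% BSA; qHTS 6-point titration, ~60 µM downward; luminescence read.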
BRCA1 expr act: activators of BRCA1 expression; AID 624202; Potency, µM (highest dose often 46.1 µM), for the others: at the highest dose activation, usual class: activators; MCF7-BRCA1-FFLuc reporter, luminescence, 48 h; response scale: scaled: vehicle 0%, 10 µM genistein 100%; 380,000 tested, 1.1% active; also: potency is read from the fitted curve at half-maximal effect; nearly all actives have a fitted effect of over 80% in size; some results filed as inactive show a strong effect at the top dose
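MCF7 cells carrying a BRCA1-firefly luciferase reporter (2000 cells/well, phenol-red free MEM) were attached for 2 h at 37 °C, then given compounds for 48 h. Luminescence was read 15 min after luciferase reagent; activity normalized to genistein (10 microM) and DMSO.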
NPC1 promoter act: NPC1 promoter activation. Huh7 NPC1 promoter luciferase reporter, 24 h. Potency, µM (titrated, usually from 9.22 µM), inactives show at the top dose activation, most hits filed as activators. 320,000 tested, 2.4% active. AID 485313;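 also: potency is read from the fitted curve at half-maximal effect; % of control where 0% means no effect; nearly all actives have a fitted effect of over 60% in size; reporter is driven by a mutant NPC1 promoter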
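Cells: Huh7 expressing luciferase under the NPC1 promoter, 1500/well. Seeded 2 h, compound added, incubated 24 h at 37 °C. Luciferase reagent, 10 min ambient, then luminescence.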
VP16 counter: Gal4-VP16 reporter inhibition counter-screen | Potency, µM (top dose mostly 53.6 µM), for the others: at the highest dose activity, negative = inhibition, most hits filed as inhibitors | 310,000 tested, 3.5% active | Drosophila S2 Gal4-VP16 UAS-luciferase, luminescence, 20 h | AID 2546;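 also: Gal4-VP16 expression switched on by copper sulfate through the metallothionein promoter; potency is read from the fitted curve at half-maximal effect; % is scaled to controls: 0 for no effect and ±100 for the full control effect; nearly all actives have a fitted effect of over 50% in size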
p53 reactivation: re-activators of mutant p53. H1299 p53-A138V BP100-luciferase reporter, luminescence, 24 h. Potency, µM (series often up to 92.2 µM), without a hit: at the top dose activity change, positive = activation, hits mostly activators. 320,000 tested, 0.063% active; also: potency is read from the fitted curve at half-maximal effect; % of control where 0% means no effect; nearly all actives have a fitted effect of over 45% in size
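p53-null H1299 cells stably carrying temperature-sensitive p53-A138V and a BP100-luciferase reporter were pinned with compounds (4-point, 1:5 series) and held 24 hrs at 37 deg C. Luminescence was read 10 min after detection reagent.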
* = called active by the depositor; ? = inconclusive; · = no result given; [ ] = remark or other dose. Unless noted, calls follow the shape of the dose curve; as a rule, active = well fitted curve in the direction sought with a large enough effect; inconclusive = small, poorly fitted or top-dose-only effect, or another doubt; inactive = no such curve, though single readings can be large; an effect the other way counts as inactive or inconclusive.

SMILES	Tb PFK inh	ELG1 genotox	RORg inh	ELG1 repair inh	Rab9 promoter act	TRPV1 agonist	FLuc counter	BRCA1 expr act	NPC1 promoter act	VP16 counter	p53 reactivation
Cc1c(C(=O)Nc2nonc2-c2ccc(F)cc2)oc2ccc(F)cc12	-0.9%	-15.3%	8.91µM*	?	-1.8%	6.8	0.9%	-25.0%	-1.7%	?	19.1%
CCCc1nc2c(c(=O)c3ccccc3n2C)c(=O)n1-c1ccc(F)cc1	-2.2%	1.0%	?	-13.5%	-16.8%	1.1	?	-24.6%	-0.1%	-9.4%	0.8%
COC(=O)c1ccccc1NC(=O)C1CCN(S(=O)(=O)c2cc(C)ccc2OC)CC1	-3.7%	-31.5%[inhibitor]	12.9%	?	-1.1%	4.2	-0.5%	-25.7%	-3.9%	6.7%	-1.9%
CCOc1ccc(NC(=O)COc2ccc(C(=O)NCc3cccnc3)cc2OC)cc1	10.7%	-2.3%	·	-22.7%	2.0%	5.6	-11.2%	-29.1%	-2.8%	·	-4.2%
CC(=O)Oc1ccccc1/C=C/c1ccc2ccccc2[n+]1C	-18.2%	?	-3.2%	?	-6.0%	-2.4	?	-39.2%	12.6%	-6.3%	10.2%
Cc1ccc(/C=C2\SC(=S)N(CCC(=O)NNS(=O)(=O)c3ccc(C)cc3)C2=O)cc1	-1.6%	-0.2%	?	-2.0%	-3.7%	-1.0	-3.2%	-37.9%	0.1%	?	?
COc1ccc(-n2cc(-c3ccc(OC)c(OC)c3)[nH]c2=S)cc1	?	4.2%	2µM*	20.0%	3.4%	1.2	?	-6.1%	8.4%	10µM*	7.8%
CCC(C)(C)n1nnnc1C(C(C)C)N1CCN(C(=O)c2ccco2)CC1 (stereo not given)	-3.3%	3.0%	6.0%	22.5%	-3.1%	4.2	-1.3%	-7.4%	-0.4%	-4.4%	-0.6%
CCN(C[C@H]1N[C@@](C)(C(=O)OC)[C@H]2C(=O)N(Cc3ccccc3)C(=O)[C@@H]12)C(=O)c1ccc(F)cc1	0.7%	5.9%	·	-3.5%	·	·	·	10.3%	·	·	-5.2%
Cc1ccc(-c2noc(CCC(=O)Nc3ccc(C)cn3)n2)cc1	1.3%	-8.4%	-18.0%	2.3%	16.1%	0.1	-11.4%	-0.8%	6.6%	-17.6%	8.0%
Cc1c(NC(=O)c2ccccc2NC(=O)COc2ccccc2)cccc1C(=O)O	4.0%	-8.5%	7.94µM*	9.1%	2.4%	1.0	-14.6%	1.6%	-0.9%	12.6µM*	2.7%
CCCN(CCC)c1nc2ccccc2nc1C(C#N)C(=O)OC(C)COC (stereo not given)	6.7%	-0.2%	8.6%	12.0%	-2.9%	-3.0	-1.6%	-33.9%	-1.8%	1.5%	-0.2%
O=C(O)COc1ccccc1/C=N/NC(=O)CSc1nc2ccccc2n1Cc1ccccc1	1.2%	0.2%	-1.2%	0.0%	-1.6%	-6.1	-0.9%	0.0%	-4.5%	2.8%	-1.5%
O=C(C1CC1)N1CCc2cc(S(=O)(=O)NCC3COc4ccccc4O3)ccc21 (stereo not given)	0.8%	-7.7%	?	-3.7%	-0.1%	4.5	-0.8%	11.1%	-7.9%	-25.3%	2.5%
CC(C)CCN(C(=O)C1CSC2(C)CCC(=O)N12)c1c(N)n(Cc2ccccc2)c(=O)[nH]c1=O (stereo not given)	-2.3%	-4.9%	·	-17.8%	-7.6%	3.0	1.2%	-1.9%	-4.0%	·	-12.3%
Cc1c(Nc2ccc3nonc3c2[N+](=O)[O-])c(=O)n(-c2ccccc2)n1C	-0.1%	-14.4%	-3.3%	11.7%	10.5%	0.7	5.0%	-11.5%	-1.7%	-12.9%	-1.9%
Cc1cccc(NC(=O)NC2CCCCCCC2)c1	1.8%	?	5.5%	?	3.55µM*	?	10.7µM*	92.7%	1.58µM*	18.6%	22.0%
CC(NC(=O)Cn1c(=O)[nH]c2ccsc2c1=O)C12CC3CC(CC(C3)C1)C2 (stereo not given)	0.4%	-0.9%	12.3%	5.6%	7.4%	-1.3	16.8%	5.2%	-2.1%	-2.9%	-1.1%
Cc1n[nH]c(C)c1S(=O)(=O)N1CCCC(C(=O)NC2CCCc3ccccc32)C1 (stereo not given)	0.9%	-6.3%	-19.3%	?	-0.4%	-2.7	-2.3%	0.0%	1.1%	?	-5.2%
FC(F)(F)c1nnc2n1N=C(c1ccccc1)CS2	1.8%	1.3%	-16.0%	1.3%	-10.9%	3.6	-1.1%	-28.0%	-3.2%	-2.9%	-2.9%
CC1(C)Cc2c(sc3c2c(=N)n(Cc2ccco2)c(=O)n3Cc2ccc(Cl)cc2)CO1	0.6%	-15.9%	39.2%	5.8µM*	3.0%	?	1.0%	-57.7%	1.0%	-14.9%	-2.5%
COc1ccc(Br)cc1/C=N/NC(=O)c1cc(OC)c(OC)c(OC)c1	-0.8%	-3.4%	?	?	-1.3%	-0.5	-12.9%	-27.4%	-2.3%	5.1%	-12.1%
CCN(CC(=O)Nc1ccc2c(c1)OCO2)CC(=O)Nc1ccccc1C(F)(F)F	-0.5%	-4.2%	·	-7.3%	-1.9%	27.2	0.4%	10.2%	1.9%	·	3.6%
CC(C)Cc1nnc(NC(=O)c2cccc(S(=O)(=O)N3CCN(C)CC3)c2)s1	-1.2%	-1.5%	·	-5.3%	-2.6%	8.6	-2.0%	-19.8%	-11.7%	·	1.6%

Some of the entries so far, in CSV form.
compound,Tb PFK inh,ELG1 genotox,RORg inh,ELG1 repair inh,Rab9 promoter act,TRPV1 agonist,FLuc counter,BRCA1 expr act,NPC1 promoter act,VP16 counter,p53 reactivation
Cc1c(C(=O)Nc2nonc2-c2ccc(F)cc2)oc2ccc(F)cc12,-0.9%,-15.3%,8.91µM*,?,-1.8%,6.8,0.9%,-25.0%,-1.7%,?,19.1%
COc1ccc(-n2cc(-c3ccc(OC)c(OC)c3)[nH]c2=S)cc1,?,4.2%,2µM*,20.0%,3.4%,1.2,?,-6.1%,8.4%,10µM*,7.8%
CC(=O)Oc1ccccc1/C=C/c1ccc2ccccc2[n+]1C,-18.2%,?,-3.2%,?,-6.0%,-2.4,?,-39.2%,12.6%,-6.3%,10.2%

Carrying on:
SMILES	Tb PFK inh	ELG1 genotox	RORg inh	ELG1 repair inh	Rab9 promoter act	TRPV1 agonist	FLuc counter	BRCA1 expr act	NPC1 promoter act	VP16 counter	p53 reactivation
COC(=O)c1cccc(NC(=O)c2ccc(OC)c(Cl)c2)c1	0.1%	5.8%	-9.3%	?	?	?	10.7µM*	5.01µM*	?	15.2%	-1.8%
COc1cccc(CNC(=O)C2CCCN(S(C)(=O)=O)C2)c1 (stereo not given)	11.8%	-3.0%	-29.5%	-4.7%	-4.1%	-0.4	-1.6%	24.9%	2.0%	-4.7%	-0.1%
CCCCNC(C(=O)Nc1ccc(Cl)c([N+](=O)[O-])c1)c1ccccc1 (stereo not given)	-4.4%	-5.4%	-12.8%	-1.9%	-5.8%	10.8	4.6%	-19.2%	-2.7%	-4.9%	-3.8%
CCOc1ccccc1NC(=O)C1CCCCN1S(=O)(=O)c1ccc(F)cc1 (stereo not given)	2.6%	-2.5%	9.2%	-18.8%	-2.2%	29.8	6.8%	-19.1%	-1.3%	-2.0%	1.0%
Cc1noc(C)c1COc1ccccc1C(=O)N(C)CC(=O)Nc1ccc(F)cc1	-8.0%	1.1%	·	-5.8%	-1.7%	-0.6	5.0%	13.4%	10.7%	·	1.5%
Oc1cccc(C(=S)N2CCCCC2)c1	-12.2%	15.8%	10.0%	?	10.5%	0.6	-19.9%	9.3%	-2.3%	-13.6%	-0.9%
O=C(NCCCNc1ccnc2cc(Cl)ccc12)c1ccccc1F	3.1%	-10.5%	-0.5%	-13.5%	-5.4%	-2.4	-2.6%	-12.0%	0.0%	-4.7%	-5.0%
COc1ccccc1-c1nc2cc3ccccc3cc2nc1-c1ccccc1OC	3.8%	-3.3%	-1.6%	20.6µM*	8.4%	8.5	1.6%	-50.0%	3.4%	-8.0%	-17.3%
CC(C)(C)c1csc(CS(=O)(=O)c2ccccn2)n1	-20.7%	11.2%	10.7%	?	16.3%	-3.1	-10.7%	60.2%	19.1%	-2.5%	4.0%
COc1ccc(S(=O)(=O)NCc2cccs2)cc1	?	1.6%	-11.9%	-0.3%	0.2%	0.7	-1.5%	3.7%	-0.2%	-3.2%	-2.7%
OCC(CO)(CO)n1cnnn1	-3.9%	3.0%	-11.8%	-1.7%	1.2%	-6.7	3.3%	3.4%	-2.7%	0.7%	0.0%
O=C1NCCN/C1=C\C(=O)c1ccc(Cl)cc1	2.0%	?	-17.0%	?	3.55µM*	1.9	10.7µM*	?	1.58µM*	-10.2%	10.9%
